NR5A2 inv ag = NR5A2 inverse agonism in reporter assay; O00482; HEK293T StAR-luciferase reporter, LRH-1 transfected, 24 h; inhibition, % at 3.6 µM; actives 0.13% (n = 360,000);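 active = inhibition above the mean inhibition of all tested compounds plus 3 SD, cut at about 73% in these data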;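 also: 0% = DMSO wells and 100% = reporter-only cells lacking LRH-1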
C8 TRAIL sens = sensitizes caspase-8 expressing cells to TRAIL; NB7+C8 cells + TRAIL, ATPlite viability luminescence; inhibition (viability loss, TRAIL sensitization), % at 10 µM; actives 1% (n = 360,000);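 active = compounds causing at least 50% loss of cell viability in the single-dose screen, relative to plate controls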
TROY NFkB inh = TROY signaling inhibition; inhibition, % at 10 µM; Q293 LMP1-TROYcd NF-kB luciferase reporter, 4 h; actives 0.98% (n = 360,000); AID 1347056;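 active = compounds whose plate-normalised and pattern-corrected inhibition of the luciferase reporter signal at the single screening dose is 50% or more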
SRC1 inh = inhibits human SRC1 coactivator; Q15788; HEK293 GAL4-SRC1 luciferase reporter, luminescence; inhibition, % at 3.6 µM; actives 0.12% (n = 360,000); AID 588354;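 active = inhibition above the campaign mean plus 3 SD, with each screening campaign given its own cutoff, cut at about 60% in these data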;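 also: 0% = DMSO treated cells and 100% = gossypol at 36 µM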
Target sequence (Q15788 whole entry, looked up, the tested form may be a part): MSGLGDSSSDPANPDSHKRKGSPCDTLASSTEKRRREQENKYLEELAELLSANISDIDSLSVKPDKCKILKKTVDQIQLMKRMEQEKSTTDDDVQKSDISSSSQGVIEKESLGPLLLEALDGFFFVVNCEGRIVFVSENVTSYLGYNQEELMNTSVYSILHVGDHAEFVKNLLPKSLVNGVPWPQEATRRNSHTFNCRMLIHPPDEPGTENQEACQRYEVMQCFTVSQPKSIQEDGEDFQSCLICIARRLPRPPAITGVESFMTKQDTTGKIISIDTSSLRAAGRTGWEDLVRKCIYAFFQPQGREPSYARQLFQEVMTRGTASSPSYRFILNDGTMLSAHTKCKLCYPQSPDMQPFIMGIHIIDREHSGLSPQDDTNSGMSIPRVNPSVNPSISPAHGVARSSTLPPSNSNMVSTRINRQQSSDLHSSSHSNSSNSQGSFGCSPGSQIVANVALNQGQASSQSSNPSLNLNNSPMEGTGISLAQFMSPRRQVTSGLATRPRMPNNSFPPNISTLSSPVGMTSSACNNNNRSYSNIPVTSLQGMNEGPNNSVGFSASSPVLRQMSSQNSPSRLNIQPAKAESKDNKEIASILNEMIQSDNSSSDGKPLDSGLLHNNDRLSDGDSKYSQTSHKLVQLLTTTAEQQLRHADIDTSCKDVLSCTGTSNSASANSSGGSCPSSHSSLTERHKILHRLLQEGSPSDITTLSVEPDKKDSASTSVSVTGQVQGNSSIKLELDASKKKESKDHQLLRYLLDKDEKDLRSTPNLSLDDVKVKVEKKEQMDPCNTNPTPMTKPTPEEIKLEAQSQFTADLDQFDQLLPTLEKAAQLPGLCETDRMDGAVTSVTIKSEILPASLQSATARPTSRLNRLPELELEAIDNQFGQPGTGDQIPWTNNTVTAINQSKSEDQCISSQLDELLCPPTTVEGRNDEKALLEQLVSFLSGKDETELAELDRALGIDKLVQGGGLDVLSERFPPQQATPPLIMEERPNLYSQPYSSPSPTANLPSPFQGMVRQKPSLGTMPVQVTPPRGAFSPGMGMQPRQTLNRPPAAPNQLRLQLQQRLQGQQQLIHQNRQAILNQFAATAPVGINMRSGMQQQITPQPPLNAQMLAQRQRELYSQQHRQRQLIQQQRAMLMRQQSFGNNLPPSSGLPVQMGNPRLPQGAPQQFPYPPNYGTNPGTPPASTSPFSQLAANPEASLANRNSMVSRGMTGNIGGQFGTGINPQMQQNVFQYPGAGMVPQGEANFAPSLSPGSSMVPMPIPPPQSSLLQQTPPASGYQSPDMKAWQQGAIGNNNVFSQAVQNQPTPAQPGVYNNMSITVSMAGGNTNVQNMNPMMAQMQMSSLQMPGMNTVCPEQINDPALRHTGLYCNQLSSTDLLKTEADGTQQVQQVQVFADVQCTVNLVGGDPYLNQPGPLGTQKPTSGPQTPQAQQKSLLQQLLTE
TLR9-MyD88 block = TLR9-MyD88 interaction inhibition; Q9NR96+Q99836; CHO BLA complementation TLR9-MyD88, CCF4 FRET ratio; inhibition, % at 4.98 µM; actives 0.21% (n = 340,000);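 active = inhibition above the mean over all tested compounds plus 3 SD, cut at about 21% in these data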;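 also: 0% = DMSO only wells and 100% = clavulanate BLA inhibitor control wells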
Vif inh = blocks HIV Vif function. AID 602346. HEK293T cells, Vif self-association by quenched fluorescence, imaging, 24 h. inhibition, % at 7.49 µM. actives 0.35% (n = 340,000); in the data active = inhibition above about 50%, passing the limit was not always enough; also: some results filed as inactive read as strong as hits
NOD2 RIPK2 PPI = inhibitors of human NOD2-RIPK2 interaction; O43353; CHO BLA complementation NOD2-RIPK2, CCF4 ratio; inhibition, % at 4.98 µM; actives 0.38% (n = 360,000); AID 624267; in the data active = inhibition above about 21%;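 also: 0% = vehicle only and 100% = reference blocker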
NCOA3 inh = inhibitors of human steroid receptor coactivator 3 (SRC3); HEK293 GAL4-SRC3 luciferase reporter, luminescence; actives 0.17% (n = 360,000); inhibition, % at 3.6 µM; AID 588352; Q9Y6Q9;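 active = inhibition above a per-campaign cutoff, the mean of all compounds plus 3 SD, cut at about 60% in these data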;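 also: 0% = DMSO-treated cells and 100% = gossypol-treated cells at 36 µM; higher means less SRC3-driven luciferase light from the GAL4 reporter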
SRC2 inh = inhibits human steroid receptor coactivator 2; Q15596; HEK293 GAL4-SRC2 luciferase reporter, luminescence; inhibition, % at 9 µM; actives 0.17% (n = 370,000);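 active = inhibition above the mean inhibition of all tested compounds plus 3 SD, set per campaign, cut at about 52% in these data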;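 also: 0% = DMSO treated cells and 100% = cells given Gossypol at 36 µM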
NR2F2 inh = blocks human COUP-TFII nuclear receptor | HEK293T NGFI-A luciferase reporter, luminescence | AID 686940 | actives 0.7% (n = 370,000) | P24468 | inhibition, % at 8.6 µM;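 active = inhibition above a per-plate cutoff, mean inhibition of test wells between control levels plus 3 SD, cut at about 38% in these data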;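 also: cells cotransfected with COUP-TFII expression vector driving the NGFI-A reporter; 0% = median of COUP-TF2 test wells and 100% = reporter-only cells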
LMP1 NFkB inh = reduces LMP1-driven NF-kappaB luciferase signal | LMP1-induced NF-kappaB luciferase reporter cells, luminescence | inhibition, % at 12.5 µM | actives 0.69% (n = 350,000) | AID 504558; in the data active = inhibition above about 41%;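 also: 0% = neutral control wells and 100% = reference inhibitor control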
* = called active by the depositor.

CCOC(=O)C(CCCOc1cccc(OC)c1)C(=O)OCC was read as NR5A2 inv ag 11.7, C8 TRAIL sens -5.7, TROY NFkB inh -5.6, SRC1 inh 10.1, TLR9-MyD88 block -9.0, NOD2 RIPK2 PPI -11.0, NCOA3 inh 12.1, SRC2 inh -5.4, NR2F2 inh 16.9 and LMP1 NFkB inh 1.9.
Screening Cc1onc(-c2c(F)cccc2Cl)c1C(=O)NCCCN1CCOCC1 returned NR5A2 inv ag -13.6, C8 TRAIL sens 7.3, TROY NFkB inh 5.4, SRC1 inh 4.2, TLR9-MyD88 block -17.0, Vif inh -8.9, NOD2 RIPK2 PPI 7.0, NCOA3 inh -1.3 and LMP1 NFkB inh 2.0.
CN(CC(=O)Nc1ccc(F)cc1)C(=O)c1ccncc1 was read as NR5A2 inv ag -20.9, C8 TRAIL sens -5.6, TROY NFkB inh -1.7, SRC1 inh 0.3, TLR9-MyD88 block -4.9, Vif inh 5.6, NOD2 RIPK2 PPI -14.2, NCOA3 inh -13.6, SRC2 inh 2.8, NR2F2 inh 13.7 and LMP1 NFkB inh 2.1.
For Cc1cnc(C(=O)NCc2ccc(Cl)cc2Cl)cn1 the results were NR5A2 inv ag -16.8, C8 TRAIL sens -14.6, TROY NFkB inh 10.8, SRC1 inh 7.4, TLR9-MyD88 block -6.9, Vif inh -2.1, NOD2 RIPK2 PPI -8.2, NCOA3 inh -11.2, SRC2 inh -10.4, NR2F2 inh -2.2 and LMP1 NFkB inh -4.0.
For COc1ccccc1-n1cc2ccc([N+](=O)[O-])cc2n1 the results were NR5A2 inv ag -72.2, C8 TRAIL sens 3.2, TROY NFkB inh -43.2, SRC1 inh -73.9, TLR9-MyD88 block 7.4, Vif inh 5.8, NOD2 RIPK2 PPI -3.6, NCOA3 inh -49.9, SRC2 inh -72.8, NR2F2 inh -32.6 and LMP1 NFkB inh -37.4.
`O=C(CCCn1c(=O)[nH]c2ccsc2c1=O)Nc1ccc(F)cc1` gave NR5A2 inv ag 7.3, C8 TRAIL sens -8.1, TROY NFkB inh 2.7, SRC1 inh -11.5, TLR9-MyD88 block -5.2, Vif inh 7.5, NOD2 RIPK2 PPI 9.7, NCOA3 inh 15.3 and LMP1 NFkB inh -2.0.
Screening CCNC(=O)c1cc2ccccc2o1 returned NR5A2 inv ag 0.7, C8 TRAIL sens 1.4, TROY NFkB inh -9.1, SRC1 inh -8.2, TLR9-MyD88 block -0.5, Vif inh -0.8, NOD2 RIPK2 PPI -6.4, NCOA3 inh 29.6, SRC2 inh -12.8, NR2F2 inh 8.7 and LMP1 NFkB inh -17.9.
`O=C(CN1CCOCC1)N1CCN(c2ccc([N+](=O)[O-])cc2)CC1` gave NR5A2 inv ag -2.8, C8 TRAIL sens -10.8, TROY NFkB inh 19.4, SRC1 inh -31.2, TLR9-MyD88 block -9.6, Vif inh -6.2, NOD2 RIPK2 PPI -9.5, NCOA3 inh -2.8, SRC2 inh 1.4, NR2F2 inh 2.0 and LMP1 NFkB inh 9.0.
Screening O=C(Cn1cnc2c(cnn2-c2ccccc2)c1=O)N1CCOCC1 returned NR5A2 inv ag 11.8, C8 TRAIL sens 6.9, TROY NFkB inh -1.6, SRC1 inh -0.3, TLR9-MyD88 block 3.9, Vif inh -2.3, NOD2 RIPK2 PPI -8.9, NCOA3 inh 0.9, SRC2 inh -23.7, NR2F2 inh -1.3 and LMP1 NFkB inh 5.6.
For COc1ccc(NC(=O)COC(=O)C2CCN(S(=O)(=O)c3cccs3)CC2)cc1OC the results were NR5A2 inv ag -8.4, C8 TRAIL sens -11.5, TROY NFkB inh -2.2, SRC1 inh -5.5, TLR9-MyD88 block -0.4, Vif inh -1.7, NOD2 RIPK2 PPI -4.0, NCOA3 inh -42.5, SRC2 inh 6.3, NR2F2 inh -0.4 and LMP1 NFkB inh 1.4.
For CCOC(=O)C1=C(N)N2C(=O)C(C)SC2=C(C(=O)OC)C1c1ccccc1OC (centres undefined) the results were NR5A2 inv ag 4.6, C8 TRAIL sens -11.4, TROY NFkB inh 3.5, SRC1 inh 0.3, TLR9-MyD88 block 1.7, Vif inh -2.7, NOD2 RIPK2 PPI -6.5, NCOA3 inh 3.6, SRC2 inh -33.9, NR2F2 inh 7.5 and LMP1 NFkB inh -13.1.
CCOC(=O)CNC(=O)CSc1nc(NCc2ccccc2)nc(N(C)C)n1 was read as NR5A2 inv ag -8.0, C8 TRAIL sens -0.9, TROY NFkB inh 11.0, SRC1 inh 0.6, TLR9-MyD88 block 2.9, Vif inh -7.1, NOD2 RIPK2 PPI -6.3, NCOA3 inh -26.5, SRC2 inh -17.1, NR2F2 inh -3.5 and LMP1 NFkB inh -11.8.
O=C(Nc1nc2c(s1)CCCC2)c1ccc(Br)o1 was read as NR5A2 inv ag -195.4, C8 TRAIL sens 57.4*, TROY NFkB inh -27.2, SRC1 inh -121.2, TLR9-MyD88 block 3.0, Vif inh 8.0, NOD2 RIPK2 PPI -1.1, NCOA3 inh -101.7, SRC2 inh -20.9, NR2F2 inh -38.8 and LMP1 NFkB inh -19.2.
`O=C1N[C@@H](Cc2cn(S(=O)(=O)c3ccc([N+](=O)[O-])cc3)c3ccccc23)C(=O)N[C@H]1Cc1ccccc1` gave NR5A2 inv ag 8.5, C8 TRAIL sens -9.3, TROY NFkB inh -11.4, SRC1 inh 0.2, TLR9-MyD88 block 4.9, Vif inh -1.1, NOD2 RIPK2 PPI -4.2, NCOA3 inh -5.5, SRC2 inh 4.8, NR2F2 inh 7.5 and LMP1 NFkB inh -3.5.
Screening Cc1ccc(-c2nc(C)sc2CC(=O)OCC(=O)Nc2ccc(F)c(Cl)c2)cc1 returned NR5A2 inv ag -3.1, C8 TRAIL sens -3.2, TROY NFkB inh -3.7, SRC1 inh 1.9, TLR9-MyD88 block -4.1, Vif inh -17.2, NOD2 RIPK2 PPI -2.6, NCOA3 inh -14.9, SRC2 inh -21.6, NR2F2 inh -8.4 and LMP1 NFkB inh -2.6.
Cc1noc(C)c1C(=O)Nc1nc2ccc(F)cc2s1 was read as NR5A2 inv ag -79.5, C8 TRAIL sens 7.3, TROY NFkB inh -34.3, SRC1 inh -106.7, TLR9-MyD88 block 11.3, Vif inh -2.1, NOD2 RIPK2 PPI -8.8, NCOA3 inh -104.0, SRC2 inh -47.1, NR2F2 inh -34.0 and LMP1 NFkB inh -34.9.
For N#CCC(=O)Nc1ccc(C(=O)OCC(=O)N(C2CCCCC2)C2CCCCC2)cc1 the results were NR5A2 inv ag -8.2, C8 TRAIL sens 2.4, TROY NFkB inh -7.7, SRC1 inh -9.6, TLR9-MyD88 block -4.1, NOD2 RIPK2 PPI -1.2, NCOA3 inh -7.2, SRC2 inh -7.1, NR2F2 inh 10.7 and LMP1 NFkB inh -1.0.
Screening O=C(c1cc[n+]([O-])cc1)N1CCc2c([nH]c3ccccc23)C1c1ccccc1Cl (centres undefined) returned NR5A2 inv ag 19.8, C8 TRAIL sens -20.1, TROY NFkB inh -7.0, SRC1 inh 4.3, Vif inh -1.8, NOD2 RIPK2 PPI 3.1, NCOA3 inh 15.4, SRC2 inh -35.8, NR2F2 inh 3.2 and LMP1 NFkB inh -6.9.
O=C(CCC1CCCC1)Nc1nnc(-c2ccc3c(c2)OCO3)s1 was read as NR5A2 inv ag 7.4, C8 TRAIL sens -12.9, TROY NFkB inh -13.0, SRC1 inh -14.0, TLR9-MyD88 block -4.5, Vif inh -5.7, NOD2 RIPK2 PPI 1.9, NCOA3 inh 6.9, SRC2 inh -1.3, NR2F2 inh -8.1 and LMP1 NFkB inh -8.0.
c1cncc(Oc2cccc(Oc3cccnc3)c2)c1 was read as NR5A2 inv ag -7.5, C8 TRAIL sens 10.9, TROY NFkB inh 0.4, SRC1 inh -4.0, TLR9-MyD88 block -5.7, Vif inh -8.3, NOD2 RIPK2 PPI 7.9, NCOA3 inh 3.9, SRC2 inh -11.2, NR2F2 inh 2.1 and LMP1 NFkB inh 3.3.
CCC(C)NC(=O)[C@@H]1CCCN1C(=O)C1CCN(S(=O)(=O)c2ccc(C)cc2)CC1 (some centres undefined) was read as NR5A2 inv ag -21.9, C8 TRAIL sens -9.4, TROY NFkB inh 14.1, SRC1 inh -6.7, TLR9-MyD88 block 4.9, Vif inh 12.4, NOD2 RIPK2 PPI -12.2, NCOA3 inh -2.6, SRC2 inh -12.4, NR2F2 inh -12.5 and LMP1 NFkB inh -7.7.
`O=C(Nc1cccnc1)c1ccc(NC(=O)c2ccco2)cc1` gave NR5A2 inv ag -12.0, C8 TRAIL sens -10.2, TROY NFkB inh -10.5, SRC1 inh 2.9, TLR9-MyD88 block 2.4, Vif inh 6.5, NOD2 RIPK2 PPI 17.9, NCOA3 inh 2.8, SRC2 inh -2.0, NR2F2 inh -18.1 and LMP1 NFkB inh -0.8.
COc1ccc(OC)c(N/C=C/C(=O)c2ccc(OC)c(OC)c2)c1 was read as NR5A2 inv ag 13.0, C8 TRAIL sens -4.0, TROY NFkB inh 5.2, SRC1 inh 0.3, TLR9-MyD88 block 11.2, Vif inh 2.6, NOD2 RIPK2 PPI 2.0, NCOA3 inh -18.2, SRC2 inh -59.5, NR2F2 inh -2.8 and LMP1 NFkB inh -16.6.
Screening Cc1ccc(CNc2nc3ccc(C)cc3n3cnnc23)cc1 returned NR5A2 inv ag 9.6, C8 TRAIL sens -7.3, TROY NFkB inh -22.4, SRC1 inh -8.0, TLR9-MyD88 block -8.8, NOD2 RIPK2 PPI 1.7, NCOA3 inh -8.2, SRC2 inh -17.8, NR2F2 inh -21.4 and LMP1 NFkB inh -14.0.
For CN(Cc1ccccc1)C(=O)c1nn2cccnc2c1Cl the results were NR5A2 inv ag -24.1, C8 TRAIL sens -9.1, TROY NFkB inh 5.0, SRC1 inh -20.7, TLR9-MyD88 block -3.9, Vif inh -9.8, NOD2 RIPK2 PPI -1.5, NCOA3 inh -12.2, SRC2 inh 12.6, NR2F2 inh 1.1 and LMP1 NFkB inh -4.1.
Screening COc1ccc(NC(=O)CCn2c(=S)[nH]c3ccccc3c2=O)cc1 returned NR5A2 inv ag 6.9, C8 TRAIL sens -22.7, TROY NFkB inh -2.2, SRC1 inh 26.0, TLR9-MyD88 block -11.6, Vif inh 1.6, NOD2 RIPK2 PPI -7.4, NCOA3 inh -1.3, SRC2 inh -5.7, NR2F2 inh -13.7 and LMP1 NFkB inh -2.5.
For Fc1ccc2c(c1)C(c1ccncc1)=NNC(c1ccc(Cl)cc1)=N2 the results were NR5A2 inv ag 10.7, C8 TRAIL sens -8.6, TROY NFkB inh -11.5, SRC1 inh 13.7, TLR9-MyD88 block -6.5, Vif inh 7.4, NOD2 RIPK2 PPI -4.8, NCOA3 inh 15.2, SRC2 inh -33.5, NR2F2 inh 1.5 and LMP1 NFkB inh 2.6.
O=c1c2ccccc2nc2n1CCc1ccc(Br)cc1-2 was read as NR5A2 inv ag 0.9, C8 TRAIL sens 3.3, TROY NFkB inh -23.1, SRC1 inh 5.0, Vif inh 0.8, NOD2 RIPK2 PPI -12.6, NCOA3 inh -14.5, SRC2 inh -6.8 and NR2F2 inh -9.0.

High-throughput results as filed in PubChem.

This is a subset (hit frequency here may not be typical).
